MITF act: activators of MITF-driven TRPM1 promoter activity in SK-MEL-5 cells. SK-MEL-5 TRPM1-promoter luciferase, 24 h; % of positive control, neutral wells = 0. activation, % at 12.5 µM. hit rate 0.75% among 300,000;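 active means mean activation of at least 80% with every replicate also reaching 80%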;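 further: 0% = neutral control wells and 100% = parthenolide positive control wells; values of inactives mirror those of a sister screen read the other way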
HTR5A inv ctr: inverse agonist of human HTR5A in OPRM1-OPRD1 counter-screen | AID 504634 | HTR5A cell line, luminescence, inverse agonism | inhibition, % at 9.3 µM | hit rate 0.083% among 340,000 | P47898; in the data active means inhibition mostly above about 23%, no sharp cut-off; inactive means mostly below about 18%;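 further: 0% = cells with DMSO and 100% = no-cell wells with DMSO; some compounds called inactive have numbers as strong as hits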
HTR5A ag: activates human HTR5A in OPRM1-OPRD1 agonist counter-screen. P47898. HTR5A agonist assay, luminescence, cell-based. activation, % at 9.3 µM. hit rate 0.61% among 340,000; in the data active means activation mostly above about 9.5%, no sharp cut-off; inactive means mostly below about 7.6%;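 further: 0% = cells with vehicle only and 100% = reference agonist; strong numbers were not always called active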
CDK5 p35 inh: CDK5/p35 (human) kinase inhibition. Recombinant CDK5/p35, ADP-Glo luminescence, 60 min. inhibition, % at 10 µM. hit rate 0.01% among 330,000. AID 488839;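 active means highest replicate inhibition of at least 50% and at least 75% of replicates reaching 50%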;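 further: plate controls were DMSO neutral control for no effect and GW8510 at 10 µM for full effect; many of its hits are not listed in these tables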
SR-BI HDL uptake: mouse SR-BI HDL lipid transfer inhibition; inhibition, % at 12.5 µM; ldlA[mSR-BI] CHO cells, DiI-HDL uptake fluorescence, 3 h; hit rate 0.96% among 320,000; AID 488896;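 active means mean replicate inhibition of at least 70% and a set share of replicates each scoring 70 or more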;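 further: 0% = median of neutral control wells and 100% = median of positive control wells; values of inactives mirror those of a sister screen read the other way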
Target sequence (Q61009 whole entry, looked up): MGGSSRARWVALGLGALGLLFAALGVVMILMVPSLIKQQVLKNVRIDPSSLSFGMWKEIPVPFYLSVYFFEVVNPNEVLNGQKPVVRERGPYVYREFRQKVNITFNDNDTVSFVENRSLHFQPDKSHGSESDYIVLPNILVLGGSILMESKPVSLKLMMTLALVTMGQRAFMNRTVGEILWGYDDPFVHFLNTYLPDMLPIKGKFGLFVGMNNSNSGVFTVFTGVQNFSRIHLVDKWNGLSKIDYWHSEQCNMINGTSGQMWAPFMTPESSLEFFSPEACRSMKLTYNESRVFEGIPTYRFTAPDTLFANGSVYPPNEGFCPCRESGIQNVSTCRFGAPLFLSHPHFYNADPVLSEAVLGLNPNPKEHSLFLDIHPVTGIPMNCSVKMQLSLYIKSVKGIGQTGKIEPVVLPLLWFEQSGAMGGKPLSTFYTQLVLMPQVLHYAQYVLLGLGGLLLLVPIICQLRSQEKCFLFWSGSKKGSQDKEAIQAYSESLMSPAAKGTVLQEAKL
dFosB activator: mouse delta FosB homodimer activation | purified delta FosB, TAMRA-CDK5 oligo fluorescence polarization; percent of positive-control signal above neutral wells | activation, % at 25 µM | P13346 | hit rate 0.99% among 340,000;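 active means mean activation above about 17%, with every replicate also reaching it, limit read from the data, passing the limit was not always enough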;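 further: fluorescence polarization rise as delta FosB binds a TAMRA Cdk5 AP-1 oligo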
Target sequence (P13346 whole entry, looked up): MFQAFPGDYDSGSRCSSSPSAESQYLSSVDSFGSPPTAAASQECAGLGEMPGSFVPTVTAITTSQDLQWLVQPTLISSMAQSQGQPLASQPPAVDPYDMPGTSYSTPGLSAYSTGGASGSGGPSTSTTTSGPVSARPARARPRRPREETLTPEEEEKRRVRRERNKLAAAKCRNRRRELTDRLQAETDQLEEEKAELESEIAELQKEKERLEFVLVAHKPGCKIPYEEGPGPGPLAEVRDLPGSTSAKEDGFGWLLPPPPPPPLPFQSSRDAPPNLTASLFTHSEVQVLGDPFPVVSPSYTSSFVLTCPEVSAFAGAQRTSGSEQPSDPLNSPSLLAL
PvdQ inh: P. aeruginosa PvdQ acylase inhibition; purified PvdQ acylase, fluorescence plate reader; hit rate 0.063% among 340,000; AID 488965; inhibition, % at 10 µM; in the data active means inhibition above about 30%, passing the limit was not always enough;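 further: 0% = vehicle neutral wells and 100% = reference inhibitor wells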
Wnt bcat act: Wnt/beta-catenin pathway activation; hit rate 1.2% among 300,000; Wnt/beta-catenin reporter cell assay, activator, plate reader; activation, % at 9.35 µM; in the data active means activation above about 30%, passing the limit was not always enough;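 further: 0% = neutral control wells and 100% = positive control wells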
NSD2 HMT inh: inhibitors of human histone methyltransferase NSD2; O96028; NSD2 peptide methylation, AlphaScreen, 120 min; inhibition, % at 12.5 µM; hit rate 0.54% among 310,000; in the data active means inhibition above about 50%
V-ATPase pH: alters yeast V-ATPase proton transport; response, % at 10 µM; AID 504577; hit rate 0.37% among 350,000; S. cerevisiae, pHLuorin cytosolic pH fluorescence; in the data active means response mostly above about 7.3%, no sharp cut-off; inactive means mostly below about 5.4%; further: actives read high; inactives centre near 0; some compounds called inactive have numbers as strong as hits; reference of the scale not given here
* marks the source's active call; other numbers are inactive results; . = not tested or not shown. An unsorted share of the library. About 5% of those tested had a hit in this group.

compound	MITF act	HTR5A inv ctr	HTR5A ag	CDK5 p35 inh	SR-BI HDL uptake	dFosB activator	PvdQ inh	Wnt bcat act	NSD2 HMT inh	V-ATPase pH
CCCn1c(C)cc(C(=O)COC(=O)c2cc(S(=O)(=O)NCC(C)C)c(Cl)cc2Cl)c1C	20	-10	14*	0.9	66	-7	-12	.	-1	3
Cc1cccc(OCCCC(=O)N2CCCCCC2)c1C	19	-9	2	0.3	-3	2	-8	1	0	4
COc1ccc(C(C)=O)cc1COC(=O)c1ccc(C)c(S(=O)(=O)N2CCOCC2)c1	3	-15	6	-1.0	70*	-9	-19	1	.	0
COc1ccccc1NC(=S)N(Cc1ccccc1)Cc1cccnc1	13	-16	6	0.7	-8	3	0	0	-1	-1
COc1cc(NC(=O)Cc2cccs2)cc(OC)c1	8	-41	1	-1.0	-6	-4	-9	.	.	0
CN(CC(=O)Nc1c(Cl)cccc1Cl)C(=O)c1cc(-c2cccs2)nn1-c1ccccc1	-1	-3	1	-1.2	-4	-6	3	-3	-1	-8
CCOC(=O)C1=C(C)NC(=O)NC1/C(C)=C/c1ccccc1 (centres undefined)	1	13	4	-0.6	0	-7	8	-3	-5	-4
Cc1ccc(N(CC(=O)Nc2cc(C)ccc2C)S(C)(=O)=O)cc1	-4	8	7	-0.5	-8	-1	5	0	-2	-4
Fc1ccc(-n2cc(-c3ccccc3)c3c(N4CCOCC4)ncnc32)cc1	-9	42	-11	-1.0	53	-8	-5	-2	0	-1
CCCCOc1ccc(C(=O)NC(=S)Nc2ccc(CN3CCOCC3)cc2)cc1	5	-2	1	-0.6	16	9	-11	-3	-1	8
COc1cc(Cl)ccc1NC(=S)N(CCN1CCOCC1)C1CCN(C(C)=O)CC1	-2	20	0	-2.8	.	-4	-5	0	-1	3
Cc1cccc(N(C(=O)Cc2cccs2)C(C(=O)NC2CCCC2)c2ccncc2)c1 (centres undefined)	14	-8	2	-0.3	.	-13	-14	5	0	3
CCn1c(N2CCC(C)CC2)nc2c1c(=O)n(C)c(=O)n2C	4	0	0	-0.2	-18	-1	-6	-2	.	1
O=C(COC(=O)CNC(=O)c1ccccc1F)NCCC1=CCCCC1	-4	14	0	-0.9	-29	-4	2	.	0	-4
CCOC(=O)c1cnc(SCC(=O)N2CCN(c3ccccc3)CC2)nc1N	0	12	0	2.3	-14	3	5	1	1	0

Four compounds drawn at random from the list so far, as already listed:
compound	MITF act	HTR5A inv ctr	HTR5A ag	CDK5 p35 inh	SR-BI HDL uptake	dFosB activator	PvdQ inh	Wnt bcat act	NSD2 HMT inh	V-ATPase pH
COc1ccccc1NC(=S)N(Cc1ccccc1)Cc1cccnc1	13	-16	6	0.7	-8	3	0	0	-1	-1
CCCn1c(C)cc(C(=O)COC(=O)c2cc(S(=O)(=O)NCC(C)C)c(Cl)cc2Cl)c1C	20	-10	14*	0.9	66	-7	-12	.	-1	3
Cc1ccc(N(CC(=O)Nc2cc(C)ccc2C)S(C)(=O)=O)cc1	-4	8	7	-0.5	-8	-1	5	0	-2	-4
Cc1cccc(N(C(=O)Cc2cccs2)C(C(=O)NC2CCCC2)c2ccncc2)c1 (centres undefined)	14	-8	2	-0.3	.	-13	-14	5	0	3

The main list resumes with the 2 entries that preceded the break.
compound	MITF act	HTR5A inv ctr	HTR5A ag	CDK5 p35 inh	SR-BI HDL uptake	dFosB activator	PvdQ inh	Wnt bcat act	NSD2 HMT inh	V-ATPase pH
O=C(COC(=O)CNC(=O)c1ccccc1F)NCCC1=CCCCC1	-4	14	0	-0.9	-29	-4	2	.	0	-4
CCOC(=O)c1cnc(SCC(=O)N2CCN(c3ccccc3)CC2)nc1N	0	12	0	2.3	-14	3	5	1	1	0
O=C(CCCNC(=O)c1ccc(Cl)cc1)Nc1cccc(S(=O)(=O)N2CCCCC2)c1	-9	7	-5	-2.9	9	-7	-13	-3	2	-4
Cc1cc(C)n2c(SCC(=O)Nc3ccccc3)nnc2n1	-16	-2	1	0.7	-3	-3	1	-4	.	2
CCOC(=O)C1CCCN(C(=O)c2ccccc2NC(=O)C2=C(C)OCCS2)C1 (centres undefined)	13	9	2	1.2	0	-14	1	-2	-2	-1
CCCCC[C@@H]1C=C(C(=O)O)[C@H](c2ccc(C#N)cc2)N1S(=O)(=O)c1ccc(C)cc1	-4	-25	7	0.0	-9	-20	-16	-1	.	0
CC(C)=C(NC(=O)c1ccccc1)C(=O)NCCc1nc2ccccc2[nH]1	-3	-13	-2	1.3	6	-5	-12	1	3	1
CC(=O)NC(CC(=O)OC(C)C(=O)Nc1ccc(Cl)cn1)c1ccccc1 (centres undefined)	0	-22	2	0.2	-25	-4	-3	-1	-2	-2
O=C(CSCc1ccccc1)NCc1ccc2c(c1)OCO2	11	-27	10	1.6	-8	-2	0	0	-2	-2
CCOc1ccc(C2C(C(=O)c3ccc(C)o3)=C(O)C(=O)N2c2nc(C)c(C(=O)OC)s2)cc1 (centres undefined)	11	-7	2	0.4	-8	1	4	6	1	-4
CSCC(C)N1CCC(n2nccc2NC(=O)c2ccc3c(c2)OCO3)CC1 (centres undefined)	0	-14	2	-0.4	-14	2	3	-1	17	-4
CC(=O)N1c2ccc(S(=O)(=O)N3CCCC(C(=O)Nc4cc(C)cc(C)c4)C3)cc2CC1C (centres undefined)	-3	-17	7	0.0	10	-9	1	-1	.	-1
C=CCN(C(=O)c1csnn1)C(C(=O)NC1CCCC1)c1ccc(F)cc1 (centres undefined)	1	4	-1	-0.9	-17	-8	0	-3	-6	2
O=C(NCCN1CCOCC1)c1c(Cl)cccc1Cl	0	-2	1	-2.8	-13	5	-27	-1	-1	5
O=C(Nc1cccc(S(=O)(=O)N2CCCC2)c1)c1ccco1	-2	7	-3	1.3	-4	-4	3	0	-3	-2
CN1CCC(N(C)C(=S)NCCc2ccccc2)CC1	7	-9	-2	1.6	-54	4	-5	0	3	-4
C[C@H](NC(=O)c1nc[nH]c1C(=O)N[C@@H](Cc1ccccc1)C(=O)OCc1ccccc1)C(=O)OC(C)(C)C	-7	-4	2	-1.9	-17	-15	-10	-2	.	-2

Full records from above. Order of screens: MITF act | HTR5A inv ctr | HTR5A ag | CDK5 p35 inh | SR-BI HDL uptake | dFosB activator | PvdQ inh | Wnt bcat act | NSD2 HMT inh | V-ATPase pH
`CSCC(C)N1CCC(n2nccc2NC(=O)c2ccc3c(c2)OCO3)CC1` (centres undefined) in the list: 0 | -14 | 2 | -0.4 | -14 | 2 | 3 | -1 | 17 | -4
`O=C(CCCNC(=O)c1ccc(Cl)cc1)Nc1cccc(S(=O)(=O)N2CCCCC2)c1` in the list: -9 | 7 | -5 | -2.9 | 9 | -7 | -13 | -3 | 2 | -4
`CCCCC[C@@H]1C=C(C(=O)O)[C@H](c2ccc(C#N)cc2)N1S(=O)(=O)c1ccc(C)cc1` in the list: -4 | -25 | 7 | 0.0 | -9 | -20 | -16 | -1 | . | 0

(next part)
Screens by letter – A = MITF act; B = HTR5A inv ctr; C = HTR5A ag; D = CDK5 p35 inh; E = SR-BI HDL uptake; F = dFosB activator; G = PvdQ inh; H = Wnt bcat act; I = NSD2 HMT inh; J = V-ATPase pH
O=C(COC(=O)C1CC1)Nc1ccccc1Sc1ccccc1
  A = 8; B = -1; C = 0; D = 0.2; E = -23; F = 2; G = -4; H = -3; I = -6; J = -3
CSc1ccc(C2C3(C#N)C(N)=NC4(OCCO4)C23C#N)cc1 (centres undefined)
  A = 2; B = -16; C = 2; D = -0.1; E = -7; F = -2; G = -4; H = .; I = -1; J = 2
CCc1c(C)c2ccc(O)c(CN3CCCC3)c2oc1=O
  A = 7; B = -24; C = 6; D = 0.3; E = -35; F = 1; G = 6; H = -2; I = -3; J = 4
OCCCCNCc1ccc(OCc2ccccc2Cl)cc1
  A = 47; B = 3; C = -1; D = -3.0; E = -12; F = -9; G = -13; H = -4; I = 1; J = 0
Cc1c(CC(=O)O)c(=O)oc2cc(OCc3nn[nH]n3)ccc12
  A = 10; B = -8; C = 7; D = -0.6; E = .; F = 6; G = 7; H = .; I = -3; J = 1
COC(=O)[C@@H]1C[C@@]2(O)[C@@H](O)[C@@H](O)[C@@H](O)C[C@H]2N1CC(c1ccccc1)c1ccccc1
  A = -4; B = -6; C = 2; D = 2.0; E = -8; F = -1; G = 5; H = 1; I = .; J = -6
CN1CCN(S(=O)(=O)c2cccc(C(=O)Nc3sccc3C(N)=O)c2)CC1
  A = 1; B = 15; C = 3; D = -1.7; E = -18; F = -32; G = 2; H = 3; I = 6; J = 0
Cc1ccccc1NC(=O)CNc1ccc(Cl)c(C(F)(F)F)c1
  A = 24; B = 26; C = 4; D = -0.4; E = -11; F = 3; G = -8; H = .; I = -3; J = 2
CC1CCN(S(=O)(=O)c2ccc(C(=O)NCc3cccnc3)cc2)CC1
  A = 18; B = 2; C = -1; D = -2.6; E = 4; F = -10; G = -17; H = -1; I = 0; J = 0
COc1cccc(NC(=O)C(OC(=O)c2cnc(C)cn2)c2ccccc2)c1 (centres undefined)
  A = 5; B = 3; C = -1; D = 0.6; E = -35; F = -10; G = -5; H = 2; I = -1; J = 2
CCCC(O)(c1ccc(CC)cc1)C(CN1CCOCC1)c1ccccc1 (centres undefined)
  A = -15; B = -8; C = 2; D = -1.0; E = -4; F = -24; G = -3; H = 0; I = 3; J = -1
COc1ccc(C)cc1S(=O)(=O)N(CC(=O)N1CCCC1)c1ccc(C)cc1
  A = 12; B = -5; C = -2; D = -1.2; E = -16; F = -12; G = -13; H = 0; I = 0; J = -1
CCOc1ccc(NC(=O)COc2cccc3c2CCN(Cc2cccnc2)C3=O)cc1
  A = -15; B = 6; C = -2; D = 0.6; E = 28; F = 0; G = -16; H = -3; I = 0; J = 3
COc1ccc(/C=N/N=C/c2ccc(OC)c(O)c2)cc1O
  A = 2; B = -11; C = 7; D = 0.5; E = 3; F = -11; G = 8; H = .; I = 2; J = -6
COc1ccc(C(=O)Nc2ccccc2[N+](=O)[O-])cc1S(=O)(=O)N1CCOCC1
  A = -22; B = 10; C = -4; D = -0.7; E = 12; F = 3; G = -17; H = 14; I = 10; J = 4
